USP2a block: qHTS Assay for Inhibitors of Ubiquitin-specific Protease USP2a Using CHOP2 as the Reporter | Ubiquitin carboxyl-terminal hydrolase 2 (Homo sapiens), O75604 | actives 0.01% (n = 330,000) | Potency, µM (top dose mostly 38.3 µM), inactives show top-dose activity change, negative = inhibition, actives largely listed as inhibitors | USP2 core, Ub-CHOP2 coupled fluorogenic reporter, 485/531;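 further: potency means the concentration at half of the fitted maximal effect; plate controls were DMSO wells for no effect and full inhibition by NEM control for full effect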
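USP2 core (10nM final) preincubated 30min RT with compound in 20mM Tris-HCl pH 8.0, 2mM CaCl2, 2mM beta-mercaptoethanol, 0.05% CHAPS; 25nM Ub-CHOP2 plus 25nM reporter substrate added, fluorescence (Ex485/Em531) read after 60min.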
Eya2 phos inh: qHTS Assay for Inhibitors of the Phosphatase Activity of Eya2 | Protein phosphatase EYA2 (Homo sapiens), O00167 | recombinant Eya2, OMFP fluorescence dephosphorylation (OMFP is methylfluorescein phosphate) | Potency, µM (highest dose often 76.9 µM), for inactives: at the highest dose activity, negative = inhibition, actives largely listed as inhibitors | actives 0.006% (n = 330,000); further: potency means the concentration at half of the fitted maximal effect; on the % scale 0 is the no-effect control and ±100 the full control effect
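Eya2 (0.2 uM) preincubated 10 min at ambient with compound, then OMFP substrate added at 50 uM; 10 min reaction in 50 mM HEPES pH 7.5, 50 mM NaCl, 5 uM MgCl2, 0.05% BSA, 1 mM DTT. Fluorescence read at Ex 485/Em 525 nm.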
TCR act: Activators of T cell receptors: qHTS campaign; primary human leukocytes, anti-CD3, IL-2 HTRF, 48 h; Potency, µM (top dose mostly 9.22 µM), for the others: at the top dose activation of IL-2 secretion, actives largely listed as activators; 330,000 tested, under 10 active; AID 504894, 2011; further: % of control where 0% means no effect
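Primary human leukocytes incubated 48 hr with anti-CD3 beads plus compound, without co-stimulation. Secreted IL-2 measured by HTRF (europium cryptate/d2 anti-IL-2 pair, 320 nm excitation, 665 nm emission).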
TSHR antagonist: Antagonists of the Thyroid Stimulating Hormone Receptor: HTS campaign | Thyrotropin receptor (Homo sapiens), P16473 | TSHR-expressing cells, TSH-stimulated cAMP HTRF, 2 h; stronger effect = lower value | activity change, negative = inhibition, % at 11.5 µM | actives 0.2% (n = 330,000);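 active means activity change below a set negative limit, meaning inhibition stronger than a set level, cut at about -70% in these data; inconclusive means activity change between two set negative limits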; further: on the % scale 0 is the no-effect control and ±100 the full control effect
Target sequence (P16473 whole entry, looked up): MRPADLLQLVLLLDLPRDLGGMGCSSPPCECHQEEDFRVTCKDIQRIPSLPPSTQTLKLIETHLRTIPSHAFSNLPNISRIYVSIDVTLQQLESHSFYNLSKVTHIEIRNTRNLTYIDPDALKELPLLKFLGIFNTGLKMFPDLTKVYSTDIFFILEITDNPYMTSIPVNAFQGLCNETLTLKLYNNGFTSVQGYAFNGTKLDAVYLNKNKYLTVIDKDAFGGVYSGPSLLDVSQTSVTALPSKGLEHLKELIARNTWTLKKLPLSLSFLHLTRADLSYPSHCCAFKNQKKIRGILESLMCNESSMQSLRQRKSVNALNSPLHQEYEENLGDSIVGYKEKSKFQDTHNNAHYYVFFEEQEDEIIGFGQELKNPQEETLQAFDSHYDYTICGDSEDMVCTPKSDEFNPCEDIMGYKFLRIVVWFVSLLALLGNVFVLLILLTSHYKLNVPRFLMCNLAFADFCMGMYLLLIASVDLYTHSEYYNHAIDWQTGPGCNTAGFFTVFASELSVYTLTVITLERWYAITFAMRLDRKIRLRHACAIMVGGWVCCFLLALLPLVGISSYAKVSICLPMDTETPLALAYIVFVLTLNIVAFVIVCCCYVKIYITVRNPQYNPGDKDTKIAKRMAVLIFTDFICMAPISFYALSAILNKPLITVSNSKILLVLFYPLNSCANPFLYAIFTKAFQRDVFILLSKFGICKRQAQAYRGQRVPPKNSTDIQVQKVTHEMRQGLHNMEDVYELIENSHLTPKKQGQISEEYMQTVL
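TSHR-expressing cells were treated with compounds, then stimulated with TSH at EC80 (4nM final) for 2 hours at 37 deg C. Cellular cAMP was measured by HTRF competition between lysate cAMP and cAMP-d2 for a cryptate-labelled anti-cAMP antibody.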
B2AR arrestin: qHTS assay of beta-arrestin-biased ligands of beta2-adrenergic receptor | Beta-2 adrenergic receptor (Homo sapiens), P07550 | AID 492947, 2010 | Potency, µM (doses to about 46.1 µM), without a hit: at the top dose activation, most hits filed as activators | actives 0.02% (n = 330,000) | beta-arrestin recruitment to beta2AR, cell-based reporter;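 further: potency means the concentration at half of the fitted maximal effect; 0% = DMSO controls and full agonism = EC100 isoproterenol or metaproterenol; nearly all actives have a fitted effect of over 65% in size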
Target sequence (P07550 whole entry, looked up): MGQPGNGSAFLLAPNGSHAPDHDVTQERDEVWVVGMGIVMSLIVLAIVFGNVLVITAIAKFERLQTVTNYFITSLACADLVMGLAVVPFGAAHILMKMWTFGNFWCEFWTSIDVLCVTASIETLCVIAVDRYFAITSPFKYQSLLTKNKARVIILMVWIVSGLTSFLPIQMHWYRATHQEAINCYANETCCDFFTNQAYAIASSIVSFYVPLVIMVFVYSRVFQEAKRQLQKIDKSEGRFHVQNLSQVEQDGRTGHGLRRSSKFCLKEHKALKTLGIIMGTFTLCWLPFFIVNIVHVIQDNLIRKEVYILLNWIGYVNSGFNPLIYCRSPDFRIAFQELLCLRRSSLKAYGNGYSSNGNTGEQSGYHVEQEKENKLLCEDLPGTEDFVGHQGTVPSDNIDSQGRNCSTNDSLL
ELG1 repair inh: qHTS screen for small molecules that inhibit ELG1-dependent DNA repair in human embryonic kidney (HEK293T) cells expressing luciferase-tagged ELG1; actives 2.3% (n = 330,000); HEK293T ELG1-luciferase reporter, luminescence, 16 h; DNA damage induced by 5-fluorouridine; Potency, µM (doses to about 46.1 µM), for inactives: at the highest dose activity change, negative = inhibition, usual class: inhibitors; further: potency means the concentration at half of the fitted maximal effect; on the % scale 0 is the no-effect control and ±100 the full control effect; nearly all actives have a fitted effect of over 55% in size
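HEK293T cells expressing luciferase-tagged ELG1 (2,000/well) received 5-Fluorouridine plus compound or DMSO for 16 hr at 37 °C. Luciferase was read by ONE-Glo luminescence after 30 min at room temperature.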
PTAP TSG101 blk: qHTS Assay for Iinhibitors of HIV-1 Budding by Blocking the Interaction of PTAP/TSG101 | Tumor susceptibility gene 101 protein (Homo sapiens), Q99816 | Fluorescence polarization, FITC-PTAP peptide / Tsg101 binding | Potency, µM (titrated, usually from 115 µM), without a hit: at the top dose activity change, negative = inhibition, usual class: inhibitors | 340,000 tested, under 10 active | AID 493005, 2010; active means well fitted inhibition curve with a large enough effect in the main read-out, with a control signal flat, not every such curve was filed as active; inconclusive means small, poorly fitted or top-dose-only effect, or effect the other way, or a change in a side signal; inactive means no such curve, though single readings can be large or run the other way; further: potency means the concentration at half of the fitted maximal effect; % of control where 0% means no effect
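Compounds were pin-transferred onto Tsg101 binding domain (10 uM final) in HEPES pH 7.5 buffer, then FITC-PTAP peptide was added at 50 nM final. After 20 min at RT, polarization reported peptide displacement across a qHTS concentration series.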
Mito fusion yeast: qHTS Assay for Small Molecule Inhibitors of Mitochondrial Division or Activators of Mitochondrial Fusion; S. cerevisiae fusion-defective mutant growth rescue, CellTiterGlo 48 h; Potency, µM (highest dose often 46.1 µM), for the others: at the top dose growth rescue (activation), hits mostly activators; actives 0.23% (n = 320,000);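 further: potency means the concentration at half of the fitted maximal effect; % of control where 0% means no effect; nearly all actives have a fitted effect of over 45% in size; temperature-sensitive fusion mutants such as fzo1-1 at 37 °C on non-fermentable ethanol glycerol medium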
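Luminescent cell viability in 1536-well qHTS format served as the measure of rescued growth in ts fusion-mutant S. cerevisiae cultured on non-fermentable YPEG for 48 hours at 37C.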
uPA surface inh: qHTS for Inhibitors of Cell Surface uPA Generation. cell surface uPA generation assay, qHTS. Potency, µM (top dose mostly 38.3 µM), without a hit: at the highest dose activity change, negative = inhibition, hits mostly inhibitors. actives 0.31% (n = 330,000); active means well fitted inhibition curve with a large enough effect; inconclusive means small, poorly fitted or top-dose-only effect; inactive means no such curve, though single readings can be large or run the other way; tested in mouse RAW 264.7 cells; further: potency means the concentration at half of the fitted maximal effect; on the % scale 0 is the no-effect control and ±100 the full control effect; nearly all actives have a fitted effect of over 55% in size
Tb PFK block: qHTS Assay to Find Inhibitors of T. brucei phosphofructokinase. ATP-dependent 6-phosphofructokinase (Trypanosoma brucei brucei), O15648. T. brucei PFK, ADP-Glo luminescence. Potency, µM (top dose mostly 57.5 µM), inactives show at the top dose activity, negative = inhibition, hits mostly inhibitors. actives 0.17% (n = 330,000). AID 485367, 2010;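 further: potency means the concentration at half of the fitted maximal effect; 0% = uninhibited 1x PFK enzyme wells and -100% = no-enzyme wells; nearly all actives have a fitted effect of over 60% in size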
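Activity is normalized to no-enzyme wells (full inhibition) and 1.25 nM enzyme wells (no inhibition). Reaction: 0.5 mM F6P, 0.1 mM ATP, 45 min RT, ADP-Glo luminescence; concentration-response curves fitted and classed by quality.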
BCR signal inh: qHTS Assay to Find Inhibitors of Chronic Active B-Cell Receptor Signaling; ABC-DLBCL IkBa-CBG/CBR reporter, luminescence ratio, 4 h; Potency, µM (highest dose often 46.1 µM), for the others: at the highest dose ratio change, negative = lower green/red ratio, most hits filed as inhibitors; actives 0.05% (n = 340,000); AID 493014, 2011; active means well fitted inhibition curve with a large enough effect in the signal ratio, with a control signal flat, not every such curve was filed as active; inconclusive means small, poorly fitted or top-dose-only effect, or effect the other way, or a change in a side signal; the % refers to the signal ratio;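 further: potency means the concentration at half of the fitted maximal effect; plate controls were basal doxycycline-induced cells for no effect and cells given 10 µM MG132 for full effect; MG132 reads +100%, hits lower the ratio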
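Cell line TMD8 (human ABC DLBCL), stably expressing tet-inducible CBG68-IkBa fusion and CBR; IMDM/0.5% FBS; cpd up to 46 uM; dox induction, 4 h, 37C/5% CO2; dual luminescence; green/red ratio; MG132 control.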
* marks the source's active call; other numbers are inactive results; ? = inconclusive; · = not tested or not shown; [ ] = another dose, or the depositor's remark. Unless noted, the call rests on the fitted dose curve; in most records, active means well fitted curve in the direction sought with a large enough effect; inconclusive means small, poorly fitted or top-dose-only effect, or another doubt; inactive means no such curve, though single readings can be large; an effect the other way counts as inactive or inconclusive.

SMILES	USP2a block	Eya2 phos inh	TCR act	TSHR antagonist	B2AR arrestin	ELG1 repair inh	PTAP TSG101 blk	Mito fusion yeast	uPA surface inh	Tb PFK block	BCR signal inh
COc1ccc(N2CCN(CC(=O)Nc3ncc(C)s3)CC2)cc1	1%	-8%	13%	-8	-1.0%	-7%	-1%	-7%	4%	0%	1%
CO/N=C(/CS(=O)(=O)c1ccc(Br)cc1)c1ccc(OC)cc1	-1%	-29%	4%	-1	-0.8%	?	-1%	9%	-12%	1%	-17%
CS(=O)(=O)N(Cc1ccccc1)c1ccc(C(=O)N2CCc3ccccc3C2)cc1	4%	6%	1%	-5	0.3%	?	-7%	3%	5%	-2%	5%
O=C(NCc1ccco1)c1cc(NS(=O)(=O)c2cccc([N+](=O)[O-])c2)ccc1O	0%	10%	-1%	-9	-0.4%	-12%	0%	0%	-6%	-1%	?
COc1ccc(/C=N/n2c(C)nc3sc(C)c(C)c3c2=O)cc1OC	1%	1%	-3%	3	-0.4%	3%	0%	2%	3%	-7%	3%
O=C(c1c(F)cccc1F)N1CCN(c2ncccn2)CC1	2%	6%	·	1	0.3%	-9%	-1%	2%	·	1%	-12%
O=C(c1cncc(Br)c1)N1CCN(S(=O)(=O)c2ccccc2C(F)(F)F)CC1	0%	3%	5%	2	-0.9%	-4%	-1%	-5%	·	0%	-1%
CC(=O)Nc1ccc(S(=O)(=O)N(C)CC(=O)OCC(=O)N2CCCCCC2)cc1	-1%	5%	1%	-4	0.4%	7%	-4%	4%	3%	-2%	0%
COc1ccc(CCNC(=O)C2CC(=O)N(c3ccc(C)cc3)C2)cc1OC (configuration not stated)	-1%	-5%	-9%	-3	-1.1%	-5%	-1%	-3%	-12%	2%	-12%
Cc1ccc(-c2nc(-c3cccnc3)sc2CC(=O)Nc2ccc(C)c(Cl)c2)cc1	-1%	-1%	3%[46.1 µM]	-3	-0.5%	16µM*	1%	9%	?	1%	6%
COc1ccc(CNc2ncccc2[N+](=O)[O-])cc1	0%	-7%	8%	6	-1.0%	?	-5%	5%	-5%	-7%	?
Cc1ccc(S(=O)(=O)N(C)Cc2ccc(C(=O)N/N=C3\CCCC(=O)C3)cc2)cc1	-1%	1%	-2%[46.1 µM]	3	-1.0%	0%	-6%	-2%	-1%	0%	0%
COc1cccc(C(=O)NCCCNC(=O)c2cccc(OC)c2)c1	0%	6%	-18%	-6	-0.4%	-20%	-1%	1%	-1%	7%	?
CCOC(=O)COc1c(C=O)cc(Br)cc1OC	2%	12%	1%	-7	0.5%	-10%	-5%	7%	·	2%	2%
CC(C)C1C(C#N)=C(N)Oc2n[nH]c(-c3ccccc3)c21 (configuration not stated)	1%	-21%	-2%	-28	-0.8%	1%	-4%	0%	2%	7%	?
Cc1ccc2nc(-c3cc(N)cc(N)c3)oc2c1	-8%	0%	0%	0	-0.8%	?	-5%	-1%	-9%	-5%	6%
COc1ccc2c(c1)OC[C@H]1[C@H]2N2C(=O)c3cc(F)ccc3NC(=O)[C@@]2(C)[C@H]1c1ccccc1	3%	10%	-1%	-5	3.8%	1%	·	·	?	0%	?
CN(Cc1c(C(=O)N/N=C/c2cccc(Cl)c2)nnn1-c1nonc1N)c1ccccc1	-1%	1%	-2%	-11	-0.2%	10%	-2%	3%	-9%	2%	3%
CC(=O)c1cccc(NC(=O)CSCc2ccccc2)c1	1%	8%	8%	6	-1.6%	?	-12%	1%	5%	-1%	5%
COc1cccc(-n2cnnc2SCC(=O)NC2CC2)c1	1%	2%	-25%	-22	-2.5%	14%	-1%	-6%	-3%	0%	0%
COc1ccccc1/C=C/C=N/NC(=O)c1cccs1	1%	-1%	-5%	-9	-0.1%	?	1%	-4%	2%	-3%	?
O=C(O)CCNC(=O)OCC1c2ccccc2-c2ccccc21	2%	10%	-1%	2	-0.8%	-12%	-2%	-2%	7%	2%	1%
CC(C)=C1C(=O)NN(c2ccc(F)c(Cl)c2)C1=O	6%	17%	·	-17	0.3%	8%	·	-6%	2%	4%	-2%
CC1CCCCN1C(=S)NC(=O)c1ccccc1 (configuration not stated)	4%	5%	-6%	1	-0.1%	17%	-3%	-4%	4%	-5%	3%
CCOC(=O)CSc1c(-c2ccc(Cl)cc2)[nH]c2ccccc12	4%	-2%	-3%[46.1 µM]	8	-1.1%	1%	-1%	?	-16%	0%	0%
COc1ccc(N2C(=O)C(F)(F)C2c2ccccc2F)cc1 (configuration not stated)	0%	-25%	0%	-21	0.2%	-9%	-6%	6%	2%	-2%	?
COc1ccc(C(O)(CCc2ccccc2)CCN2CCCCC2)cc1 (configuration not stated)	-1%	-4%	-3%	13	-1.0%	-3%	-6%	9%	-9%	0%	6%
COC(=O)c1ccc(C(=O)OC)c(NC(=O)CSCc2ccc(Br)cc2)c1	-1%	7%	-3%	-13	4.0%	-1%	-2%	1%	8%	3%	15%
COc1cccc(CNC(=O)C(=O)NCCC2CCCCN2S(=O)(=O)c2ccc(C)cc2)c1 (configuration not stated)	0%	5%	-4%	-4	0.3%	-29%	0%	-5%	-8%	-5%	-10%
O=C(Cc1ccc(F)cc1)N(c1ccc(F)cc1)C1C=CS(=O)(=O)C1 (configuration not stated)	0%	6%	-1%	-3	0.0%	-1%	0%	0%	-8%	-4%	-15%
COc1ccc(N(CC(=O)NC2CCCCC2)S(=O)(=O)c2cccs2)cc1	7%	4%	1%	·	-0.3%	?	-6%	·	5%	2%	2%
CCOc1ccc(NC(=O)COC(=O)CC2CCCCC2)cc1	1%	10%	-5%	6	0.3%	-5%	-1%	17%	2%	-1%	4%
Nc1cc(=O)[nH]c(SCC(=O)Nc2ccc(Br)cc2)n1	4%	-36%	-20%	-5	-0.1%	8%	0%	0%	3%	-2%	?
CCOC(=O)Nc1nc(-c2ccccc2)c(C(=O)c2ccc(Cl)cc2)s1	-2%	9%	1%	-10	-0.2%	11%	-9%	?	-8%	0%	?
CN1CCN(C(=O)Nc2ccccc2CC[N+](=O)[O-])CC1	2%	-6%	3%	-4	-1.1%	-2%	-3%	6%	8%	1%	3%
O=c1c2ccccc2nnn1CSc1nnc(C2COc3ccccc3O2)n1-c1ccccc1 (configuration not stated)	-1%	-16%	3%	-15	-0.1%	?	-7%	11%	1%	-4%	?
CSc1nc2c(c(=O)[nH]c(=O)n2C)n1Cc1ccccc1	-1%	-2%	·	5	-0.1%	26%	0%	0%	-8%	11%	-4%
CC(=O)NC(Cc1ccc(F)cc1)C(=O)N1CCN(C(=O)NCc2ccccc2)CC1 (configuration not stated)	-1%	8%	2%[46.1 µM]	-1	-0.2%	14%	-4%	-4%	·	-7%	0%
CC(C)[C@H](NC(=O)NC1CCCC1)C(=O)O	-1%	-7%	-5%	3	-0.1%	8%	-5%	-1%	7%	0%	1%
CCn1c(COc2ccc(C)cc2)nnc1SCC(=O)Nc1cc(OC)ccc1OC	4%	13%	-115%	-2	-0.9%	?	-4%	1%	2%	0%	1%
C/C(=N\NC(N)=O)c1ccccc1Cl	1%	?	2%	0	0.2%	0%	2%	-4%	4%	-2%	0%
S=C(NCc1cccnc1)NCc1cccnc1	1%	13%	·	-2	-0.1%	-2%	-4%	-3%	0%	2%	3%
C=CCNC(=O)c1cc2c(C(F)(F)F)nn(C)c2s1	2%	2%	6%	32	3.9%	9%	0%	2%	-1%	0%	-3%
O=C(O)CCCCCNc1ncnc2ccc(Br)cc12	-1%	-5%	-13%	7	0.0%	?	-1%	-6%	2%	6%	?
Cc1ccc(-c2cc(C(=O)Nc3cc(C)ccc3C)[nH]n2)c(O)c1	2%	2%	-8%[46.1 µM]	8	-0.6%	?	0%	1%	4%	2%	?
COc1ccc(/C=N/N2CCOCC2)cc1O	-1%	9%	-7%[46.1 µM]	-13	-0.3%	?	1%	-3%	-10%	-1%	0%
CCOC(=O)c1c(NC(=S)NC(=O)c2ccc(Cn3cc(Cl)cn3)o2)sc2c1CCCCC2	3%	-17%	-1%	-4	-4.1%	-4%	-4%	2%	0%	2%	?

Bioassay records (PubChem BioAssay)
